TLR9-MyD88 block – inhibitors of TLR9-MyD88 association in cells, primary screen, cell-based, CHO, BLA complementation, fluorescence; CCF4 FRET ratio; inhibition, % at 4.98 µM; Toll-like receptor 9 (Homo sapiens) + Myeloid differentiation primary response protein …; AID 504734, 2011; actives 0.21% (n = 340,000);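 active means inhibition above the mean over all tested compounds plus 3 SD, cut at about 21% in these data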;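 further: 0% = DMSO only wells and 100% = clavulanate BLA inhibitor control wells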
NCOA1 inh – SRC1 coactivator transcriptional activity inhibitors, primary screen, cell-based, luminescence; Nuclear receptor coactivator 1 (Homo sapiens), Q15788; HEK293 GAL4-SRC1 luciferase reporter; inhibition, % at 3.6 µM; actives 0.12% (n = 360,000);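 active means inhibition above the campaign mean plus 3 SD, with each screening campaign given its own cutoff, cut at about 60% in these data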;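 further: 0% = DMSO treated cells and 100% = gossypol at 36 µM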
COUP-TFII inh – NR2F2 transcriptional activity inhibitors, primary screen, cell-based, luciferase reporter, HEK293T, luminescence | COUP transcription factor 2 (Homo sapiens), P24468 | HEK293T NGFI-A luciferase reporter | inhibition, % at 8.6 µM | actives 0.7% (n = 370,000) | AID 686940, 2013;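 active means inhibition above a per-plate cutoff, mean inhibition of test wells between control levels plus 3 SD, cut at about 38% in these data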;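 further: cells cotransfected with COUP-TFII expression vector driving the NGFI-A reporter; 0% = median of COUP-TF2 test wells and 100% = reporter-only cells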
Target sequence (P24468 whole entry, looked up): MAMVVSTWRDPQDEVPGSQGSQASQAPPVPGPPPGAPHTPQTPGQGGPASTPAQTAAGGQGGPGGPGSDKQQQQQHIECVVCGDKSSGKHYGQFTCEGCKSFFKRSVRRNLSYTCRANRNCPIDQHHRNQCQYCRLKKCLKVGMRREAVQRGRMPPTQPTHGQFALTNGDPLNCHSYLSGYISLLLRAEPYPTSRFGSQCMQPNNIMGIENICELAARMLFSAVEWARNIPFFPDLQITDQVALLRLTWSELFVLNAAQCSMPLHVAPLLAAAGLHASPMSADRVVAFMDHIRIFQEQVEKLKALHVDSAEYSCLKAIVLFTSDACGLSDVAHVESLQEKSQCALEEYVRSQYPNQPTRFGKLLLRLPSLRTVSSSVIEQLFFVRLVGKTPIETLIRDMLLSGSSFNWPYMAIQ
NOD2-RIPK2 inh – NOD2-RIPK2 binding disruptors in cells, primary screen, fluorescence, CHO cells, BLA complementation; Receptor-interacting serine/threonine-protein kinase 2 (Homo sapiens), O43353; actives 0.38% (n = 360,000); inhibition, % at 4.98 µM; CCF4 ratio; AID 624267, 2012; in the data active means inhibition above about 21%;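 further: 0% = vehicle only and 100% = reference blocker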
Target sequence (O43353 whole entry, looked up): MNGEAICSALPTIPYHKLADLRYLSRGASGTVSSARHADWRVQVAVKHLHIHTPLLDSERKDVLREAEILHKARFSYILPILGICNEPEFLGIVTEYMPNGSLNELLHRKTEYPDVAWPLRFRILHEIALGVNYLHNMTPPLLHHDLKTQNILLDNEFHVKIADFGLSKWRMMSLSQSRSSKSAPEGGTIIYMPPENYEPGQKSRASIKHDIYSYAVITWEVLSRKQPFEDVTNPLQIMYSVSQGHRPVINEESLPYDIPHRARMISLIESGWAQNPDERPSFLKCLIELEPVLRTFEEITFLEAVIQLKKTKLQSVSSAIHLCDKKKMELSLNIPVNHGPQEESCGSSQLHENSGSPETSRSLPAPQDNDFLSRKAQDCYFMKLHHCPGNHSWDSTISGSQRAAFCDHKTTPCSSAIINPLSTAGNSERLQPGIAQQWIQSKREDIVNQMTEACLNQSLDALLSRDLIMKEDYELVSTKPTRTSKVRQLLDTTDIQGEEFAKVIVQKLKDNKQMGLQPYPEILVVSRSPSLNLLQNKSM
Vif imaging – HIV Vif self-association inhibitors, primary screen, imaging, HEK293T, single point; HEK293T cells, Vif self-association by quenched fluorescence, 24 h; inhibition, % at 7.49 µM; actives 0.35% (n = 340,000); AID 602346, 2012; in the data active means inhibition above about 50%, passing the limit was not always enough; further: some results filed as inactive read as strong as hits
TRAIL sens C8 – viability loss with TRAIL in NB7+C8 cells, primary screen, TRAIL sensitizer project, cell-based, ATPlite luminescence. AID 624354, 2012. inhibition (viability loss, TRAIL sensitization), % at 10 µM. actives 1% (n = 360,000);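 active means compounds causing at least 50% loss of cell viability in the single-dose screen, relative to plate controls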
LMP1 NFkB inh – EBV LMP1-driven NF-kappaB luciferase reporter inhibitors, primary screen, cell-based, luminescence, single point; LMP1-induced NF-kappaB luciferase reporter cells; inhibition, % at 12.5 µM; actives 0.69% (n = 350,000); AID 504558, 2011; in the data active means inhibition above about 41%;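 further: 0% = neutral control wells and 100% = reference inhibitor control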
TROY NFkB inh – inhibitors of TROY-driven NF-kB signaling, primary screen, Q293 LMP1-TROYcd cells, NF-kB luciferase, uHTS; actives 0.98% (n = 360,000); inhibition, % at 10 µM; Q293 LMP1-TROYcd NF-kB luciferase reporter, 4 h;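 active means compounds whose plate-normalised and pattern-corrected inhibition of the luciferase reporter signal at the single screening dose is 50% or more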
NR5A2 inv ag – LRH-1 (NR5A2) inverse agonists, primary screen, cell-based, luminescence, HEK293T, StAR-luciferase reporter | Nuclear receptor subfamily 5 group A member 2 (Homo sapiens), O00482 | LRH-1 transfected, 24 h | inhibition, % at 3.6 µM | actives 0.13% (n = 360,000) | AID 602396, 2012;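 active means inhibition above the mean inhibition of all tested compounds plus 3 SD, cut at about 73% in these data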;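 further: 0% = DMSO wells and 100% = reporter-only cells lacking LRH-1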
SRC3 inh – SRC3 coactivator transcriptional activity inhibitors, primary screen, cell-based, luminescence. inhibition, % at 3.6 µM. actives 0.17% (n = 360,000). HEK293 GAL4-SRC3 luciferase reporter. Nuclear receptor coactivator 3 (Homo sapiens), Q9Y6Q9;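 active means inhibition above a per-campaign cutoff, the mean of all compounds plus 3 SD, cut at about 60% in these data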;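 further: 0% = DMSO-treated cells and 100% = gossypol-treated cells at 36 µM; higher means less SRC3-driven luciferase light from the GAL4 reporter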
SRC2 inh – inhibition of GAL4-SRC2 driven luciferase reporter, primary screen, SRC2 inhibitor project, cell-based, luminescence. actives 0.17% (n = 370,000). AID 651957, 2012. inhibition, % at 9 µM. HEK293 GAL4-SRC2 luciferase reporter. Nuclear receptor coactivator 2 (Homo sapiens), Q15596;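 active means inhibition above the mean inhibition of all tested compounds plus 3 SD, set per campaign, cut at about 52% in these data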;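 further: 0% = DMSO treated cells and 100% = cells given Gossypol at 36 µM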
* = called active by the depositor; / = no result given.

cpd	Structure	TLR9-MyD88 block	NCOA1 inh	COUP-TFII inh	NOD2-RIPK2 inh	Vif imaging	TRAIL sens C8	LMP1 NFkB inh	TROY NFkB inh	NR5A2 inv ag	SRC3 inh	SRC2 inh
1	O=C(O)COc1ccc(/C=N/NC(=O)Cc2ccc(Cl)cc2)cc1	5	6	-44	-6	-7	-7	-8	-11	1	-15	-5
2	Nc1cc(S(=O)(=O)N2CCCCC2)ccc1N1CCCCC1	2	-24	0	3	-1	14	1	-2	3	6	-14
3	COc1cc(C=O)ccc1OC(=O)c1ccncc1	-2	6	5	2	0	8	-3	36	12	-3	1
4	COCCN(C(=O)c1ccccc1OC1CCN(S(C)(=O)=O)CC1)C(C)C	-5	0	1	-4	15	-8	5	-1	-21	18	16
5	COC(=O)CC1CC2(C(=O)OC)c3[nH]c4ccccc4c3CCN2C1=O (stereo not drawn)	/	4	18	-13	-1	2	/	10	-1	-9	2
6	O=C(Cn1cnc2c(nnn2Cc2ccc(Cl)cc2)c1=O)c1ccccc1	-5	13	10	5	1	4	-3	-2	-9	-2	-7
7	Cc1c(CCOC(=O)c2ccc(Cl)cc2Cl)sc[n+]1CC(=O)c1ccc(Br)cc1	-5	-1	5	6	-3	-23	-1	-50	-4	-12	2
8	COc1ccc(CCC(=O)N2CCN(S(=O)(=O)c3cccs3)CC2)cc1	6	5	-11	-8	-2	5	0	-4	8	-7	-6
9	COc1ccc(-n2c(N3CCN(C)CC3)nc3sc4c(c3c2=O)CCCCC4)cc1	1	8	-14	7	-1	-2	-3	7	-8	9	-30
10	CN(C)S(=O)(=O)c1ccc(NC(=O)COc2ncnc3c2cnn3-c2ccccc2)cc1	-4	10	2	-5	-15	2	10	-5	2	11	-49
11	O=C(Nc1ccc(S(=O)(=O)N2CCOCC2)cc1)c1ccc2c(c1)S(=O)(=O)c1ccccc1C2=O	-11	-16	-6	-4	-6	-1	14	-2	0	16	0
12	CC1(C)CC(=O)C(C(c2cc([N+](=O)[O-])ccc2Cl)C2C(=O)CC(C)(C)CC2=O)C(=O)C1	/	19	0	-14	2	-9	/	-1	6	15	3

Limited to TLR9-MyD88 block, NR5A2 inv ag and Vif imaging, for some of the entries so far:
cpd | compound | TLR9-MyD88 block | NR5A2 inv ag | Vif imaging
1 | O=C(O)COc1ccc(/C=N/NC(=O)Cc2ccc(Cl)cc2)cc1 | 5 | 1 | -7
2 | Nc1cc(S(=O)(=O)N2CCCCC2)ccc1N1CCCCC1 | 2 | 3 | -1
3 | COc1cc(C=O)ccc1OC(=O)c1ccncc1 | -2 | 12 | 0
4 | COCCN(C(=O)c1ccccc1OC1CCN(S(C)(=O)=O)CC1)C(C)C | -5 | -21 | 15
5 | COC(=O)CC1CC2(C(=O)OC)c3[nH]c4ccccc4c3CCN2C1=O (stereo not drawn) | / | -1 | -1
6 | O=C(Cn1cnc2c(nnn2Cc2ccc(Cl)cc2)c1=O)c1ccccc1 | -5 | -9 | 1

Given in transposed form: two of the compounds above.
[2] Nc1cc(S(=O)(=O)N2CCCCC2)ccc1N1CCCCC1
[3] COc1cc(C=O)ccc1OC(=O)c1ccncc1

Compound,2,3
TLR9-MyD88 block,2,-2
NCOA1 inh,-24,6
COUP-TFII inh,0,5
NOD2-RIPK2 inh,3,2
Vif imaging,-1,0
TRAIL sens C8,14,8
LMP1 NFkB inh,1,-3
TROY NFkB inh,-2,36
NR5A2 inv ag,3,12
SRC3 inh,6,-3
SRC2 inh,-14,1

(more compounds)
cpd	Structure	TLR9-MyD88 block	NCOA1 inh	COUP-TFII inh	NOD2-RIPK2 inh	Vif imaging	TRAIL sens C8	LMP1 NFkB inh	TROY NFkB inh	NR5A2 inv ag	SRC3 inh	SRC2 inh
13	Cc1cc(C)c(C#N)c(OCC2CCCO2)n1 (stereo not drawn)	/	2	-1	-3	1	-15	/	5	-14	0	-48
14	COc1cccc(NC(=O)CSc2ccc3nnc(-c4cccnc4)n3n2)c1	-7	-23	6	4	-11	-3	-9	-4	2	-1	-9
15	COCCNC(=O)CSc1nc(-c2ccccc2)c(-c2ccccc2)o1	8	2	0	1	-6	10	0	-3	-15	24	-14
16	COc1cccc(-c2nc(CS(=O)(=O)CC(=O)NC3CCCCC3C)c(C)o2)c1 (stereo not drawn)	-2	14	-2	7	-3	4	-1	-2	0	9	3
17	COC(=O)[C@]1(Cc2ccccc2)N[C@H](CN(C)S(=O)(=O)c2ccc(C(C)(C)C)cc2)[C@@H]2C(=O)N(Cc3ccccc3)C(=O)[C@@H]21	-12	9	-6	-8	3	2	4	1	-10	-11	3
18	CCOc1ccc(C(=O)NCC(=O)OCC(=O)Nc2ccccc2OCC)cc1	3	-20	5	-13	19	0	-2	-30	8	-7	-15
19	COc1cc(NC2c3ccccc3C(=O)N2c2cc(C)ccn2)cc(OC)c1OC (stereo not drawn)	5	2	-32	-17	-15	-9	0	-8	-20	-5	0
20	O=C(COC(=O)C1CCN(c2ccc(C(F)(F)F)cn2)CC1)NCc1cccc(Cl)c1	0	29	-4	1	6	-3	2	-21	-8	6	1
21	NC(=O)c1nsc(C(=O)N(c2ccccc2)C(C(=O)NCc2ccc(F)cc2)c2ccco2)c1N (stereo not drawn)	6	-10	-4	-5	18	12	-12	0	21	1	-12
22	O=C(/C=C/c1ccc(OC(F)F)cc1)OCC(=O)N1CCN(C(=O)c2ccco2)CC1	-3	-14	29	-5	1	30	6	5	-12	3	11
23	O=c1c2sc(-c3ccccc3)cc2nc2n1CCCCC2	8	-124	-27	2	8	18	-17	-34	-154	-64	-51
24	c1ccc(Sc2ccccn2)cc1	/	8	24	-6	2	10	/	-4	3	-10	-5

Individual results from above.
Entry for COC(=O)[C@]1(Cc2ccccc2)N[C@H](CN(C)S(=O)(=O)c2ccc(C(C)(C)C)cc2)[C@@H]2C(=O)N(Cc3ccccc3)C(=O)[C@@H]21 under TRAIL sens C8: 2
Entry for Cc1cc(C)c(C#N)c(OCC2CCCO2)n1 (stereo not drawn) under SRC3 inh: 0
Entry for CCOc1ccc(C(=O)NCC(=O)OCC(=O)Nc2ccccc2OCC)cc1 under TLR9-MyD88 block: 3

Continued.
cpd	Structure	TLR9-MyD88 block	NCOA1 inh	COUP-TFII inh	NOD2-RIPK2 inh	Vif imaging	TRAIL sens C8	LMP1 NFkB inh	TROY NFkB inh	NR5A2 inv ag	SRC3 inh	SRC2 inh
25	Cc1nn(C(=O)/C(C#N)=C/N(C)C)c(C)c1C	-4	-2	-6	-2	-4	-8	-10	-10	10	17	2
26	COc1ccccc1-n1c(SCC(=O)NC2CC2)nc2ccccc2c1=O	0	-1	-17	0	9	-5	-7	-9	-18	-10	-1
27	O=C(CCC(=O)Nc1ccccc1Cl)N/N=C/c1ccccc1	-1	7	-9	-2	-1	-4	7	-1	0	10	-8
28	COc1cc(NC(=O)c2cc(S(=O)(=O)N3CCCCC3)ccc2N2CCOCC2)cc(OC)c1	2	-20	3	-3	-4	-14	-3	-11	15	-8	-8
29	O=C(CNC(=O)c1ccc(Cl)c([N+](=O)[O-])c1)NCC1CCCO1 (stereo not drawn)	-14	14	-13	-13	1	3	-2	11	4	5	-4
30	Cc1ccc(OCCCCN(C)Cc2ccccc2)c(Br)c1	-4	10	3	0	18	10	-7	-10	-6	-2	22
31	Cc1sc(N/N=C/c2cccnc2)nc1-c1ccccc1	-2	-70	-27	3	-25	27	10	-44	-90	-89	-12
32	COc1ccnc(-n2cccc2/C=N/O)c1C#N	1	-9	2	-2	0	3	8	-5	1	19	-2
33	O=C(COc1ccc(F)cc1)Nc1nnc(S(=O)(=O)N2CCCC2)s1	7	0	4	0	-3	-5	-2	-14	-33	2	2
34	CC(C)COc1ccc(C(=O)OCCN2CCCCC2)cc1	6	-38	-7	1	5	2	-5	-5	7	-1	-15
35	COC(=O)COc1ccc2c(c1C)O/C(=C\c1ccco1)C2=O	-5	-40	-3	-8	-8	11	-6	4	13	-17	-16
36	CCC(=O)c1ccccc1OCCSc1nc(C)cc(=O)[nH]1	1	6	11	-6	-7	6	3	-6	7	-4	7

cpd	Structure	TLR9-MyD88 block	NCOA1 inh	COUP-TFII inh	NOD2-RIPK2 inh	Vif imaging	TRAIL sens C8	LMP1 NFkB inh	TROY NFkB inh	NR5A2 inv ag	SRC3 inh	SRC2 inh
37	COc1ccc(C(=O)O)cc1S(=O)(=O)N(C)C	6	-18	15	-9	17	-3	1	10	17	5	-1
38	Cc1cc(C)c(S(=O)(=O)N2CCCCC2CCNC(=O)C(=O)NC2CC2)c(C)c1 (stereo not drawn)	2	-34	/	-5	-11	26	39	17	-46	-1	/
39	Cc1nn(-c2ccc(F)cc2)c(Cl)c1/C=C1\C(=O)Nc2ccccc21	5	-14	9	0	-16	-23	6	22	12	-4	-4
40	Cc1cccc(NC(=O)CSc2nnc3ccc(-c4ccccn4)nn23)c1	-1	-32	3	-3	-10	-3	7	10	-1	14	-50
41	COc1ccc(-c2cc(C(F)(F)F)nc(SCCC(=O)N3CCCC3)n2)cc1	10	-5	-16	-6	0	4	4	-11	-5	13	-14
42	Cc1ccc([C@@H]2CC=C(C(=O)O)[C@H](c3ccccc3F)N2S(=O)(=O)c2ccccc2C)cc1	-8	9	3	-1	-4	12	10	-9	-4	-1	21
43	COc1ccc(Cl)cc1NC(=O)c1cnc2sccn2c1=O	2	7	-1	-3	-6	1	-21	-64	1	1	-20

Some of the compounds tested (hit frequency here may not be typical).
